# Source: PubChem BioAssay (several laboratories)
# NR2E3 ag-1 = agonists of human NR2E3 nuclear receptor | Q9Y5X4 | CHO-S Gal4-NCOR/VP16-NR2E3 two-hybrid, luciferase | inhibition of corepressor binding, % at 3.98 µM | actives 0.35% (n = 360,000) | AID 602229;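 active = inhibition above the mean of all tested compounds plus 3 SD, cut at about 70% in these data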;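 note: 0% = DMSO with NR2E3 transfected cells and 100% = cells lacking NR2E3 construct; higher means lower luciferase signal from less NR2E3 corepressor binding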
# Target sequence (Q9Y5X4 whole entry, looked up, the tested form may be a part): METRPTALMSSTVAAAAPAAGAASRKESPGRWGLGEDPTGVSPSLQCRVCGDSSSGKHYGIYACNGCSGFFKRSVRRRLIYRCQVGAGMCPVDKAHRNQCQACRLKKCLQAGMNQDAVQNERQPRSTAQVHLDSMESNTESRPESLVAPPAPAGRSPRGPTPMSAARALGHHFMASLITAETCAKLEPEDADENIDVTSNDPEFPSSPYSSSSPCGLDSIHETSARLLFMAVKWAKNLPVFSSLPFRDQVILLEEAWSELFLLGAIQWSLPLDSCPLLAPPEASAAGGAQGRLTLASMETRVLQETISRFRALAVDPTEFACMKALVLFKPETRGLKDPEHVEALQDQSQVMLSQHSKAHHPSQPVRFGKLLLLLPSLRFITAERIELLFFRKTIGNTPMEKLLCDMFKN
# hiPSC survival = hiPSC single-cell survival enhancement | ATPlite luminescence; 100% = ROCK inhibitor wells, 0% = DMSO | survival enhancement, % at 20 µM | actives 0.044% (n = 360,000); in the data active = survival enhancement above about 18%;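 note: cells exposed to compounds for 16 hours before the ATP read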
# Peg3 promoter = inhibitors of Peg3 promoter; inhibition, % at 20 µM; HeLa PEG-Prom luciferase reporter, luminescence, overnight; actives 1.7% (n = 360,000);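 active = inhibition of at least 50% at 20 µM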
# PDI inh = PDI (human) enzyme inhibition. P07237. PDI insulin aggregation turbidity, A650, 90 min. inhibition, % at 10 µM. actives 0.052% (n = 350,000). AID 588391;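 active = mean inhibition across replicates of 30% or more, whatever share of single replicates reach that level; inconclusive = mean inhibition below 30% while every single replicate reaches 30%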;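 note: absorbance from insulin aggregation driven by PDI reduction with DTT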
# Target sequence (P07237 whole entry, looked up): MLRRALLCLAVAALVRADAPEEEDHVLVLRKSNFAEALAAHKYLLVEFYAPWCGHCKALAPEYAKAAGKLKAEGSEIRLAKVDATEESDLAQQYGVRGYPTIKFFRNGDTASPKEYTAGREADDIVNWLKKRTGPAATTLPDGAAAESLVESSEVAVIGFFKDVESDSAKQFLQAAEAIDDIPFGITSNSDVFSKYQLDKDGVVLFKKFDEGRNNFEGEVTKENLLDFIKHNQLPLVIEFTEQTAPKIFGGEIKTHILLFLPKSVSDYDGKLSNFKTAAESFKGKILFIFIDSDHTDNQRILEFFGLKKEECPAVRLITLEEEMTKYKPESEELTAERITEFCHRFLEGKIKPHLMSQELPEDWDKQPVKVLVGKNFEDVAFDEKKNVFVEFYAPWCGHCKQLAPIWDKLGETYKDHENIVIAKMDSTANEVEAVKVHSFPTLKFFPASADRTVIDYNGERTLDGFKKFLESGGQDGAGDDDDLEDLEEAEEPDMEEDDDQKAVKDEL
# HIF-2a block = inhibitors of HIF-2a | inhibition, % at 18.8 µM | 786-0 RCC cells HIF-2a reporter, luciferase luminescence, overnight | actives 0.72% (n = 360,000);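 active = inhibition of the luminescence signal of 40% or more relative to plate controls, in a single-dose primary screen at 18.75 µM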
# aDG glyco act = alpha-DG glycosylation activation | Pro5-aDG cells, alpha-DG glycosylation AlphaScreen (IIH6); 0% Pro5, 100% B10-LARGE cell signal | activation, % at 10 µM | actives 0.22% (n = 360,000);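 active = activation of at least 8% versus controls, or a plate z-score of at least 8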;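 note: Pro5 are CHO cells carrying HIG-tagged alpha-DG that lacks glycosylation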
# Vif imaging = HIV Vif inhibition. AID 602346. actives 0.35% (n = 340,000). inhibition, % at 7.49 µM. HEK293T cells, Vif self-association by quenched fluorescence, imaging, 24 h; in the data active = inhibition above about 50%, passing the limit was not always enough; inconclusive = no clear call, values can overlap the other calls; inactive = below about 31%; note: some results filed as inactive read as strong as hits
# NR2E3 ag-2 = NR2E3 (human) agonism; actives 0.12% (n = 320,000); AID 2300; inhibition of corepressor binding, % at 4.78 µM; Q9Y5X4; GST-NR2E3/biotin-RetCOR TR-FRET, 1536-well;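 active = percent inhibition above the cutoff of mean plus 3 SD of all tested compounds, set per screening campaign, cut at about 20% in these data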;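 note: 0% = DMSO wells and 100% = biotin wells as full block of FRET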
#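 Format: 1536-well format; test system: GST-NR2E3 and biotin-RetCOR proteins; read-out basis: percent inhibition of TR-FRET ratio; timing: 5 h incubation at 4 °C; detection: time-resolved FRET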
# MITF TRPM1 inh = inhibitors of MITF-driven TRPM1 promoter in melanoma cells | SK-MEL-5 TRPM1 promoter luciferase, 24 h | inhibition, % at 12.5 µM | actives 0.83% (n = 330,000) | AID 488899;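 active = mean inhibition across replicates of 60% or more, whatever share of single replicates reaches that level; inconclusive = some that reach 60%, reason not given; inactive = mean inhibition across replicates below 60%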; note: values of inactives mirror those of a sister screen read the other way
# CaV13 ICDI inh = Disruptors of the CACNA1D IQ motif to Ca2+-dependent inactivation inhibitor domain association, primary screening, Förster resonance energy transfer in intact living … | HEK cells, CFP/YFP FRET ICDI-IQ, plate reader, 10 min; percent FRET-ratio fall versus neutral wells | inhibition, % at 12.3 µM | actives 0.098% (n = 340,000);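 active = mean replicate inhibition of at least 30% and at least 1% of replicates passing that level; inconclusive = only one of the two criteria is met; inactive = neither criterion is met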;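 note: 0% = median of the neutral control wells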
# Granule exo inh = lytic granule exocytosis inhibition. TALL-104 LAMP-1 surface exposure, flow cytometry; cells stimulated with thapsigargin and PMA. inhibition, % at 10 µM. actives 0.66% (n = 360,000). AID 651702;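 active = inhibition above about 55%, limit read from the data; inconclusive = no clear call, values can overlap the other calls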
# * hit, by the source's call; ? = inconclusive; nt = no result given. An unsorted share of the library (roughly 3.5% active in at least one column).
SMILES,NR2E3 ag-1,hiPSC survival,Peg3 promoter,PDI inh,HIF-2a block,aDG glyco act,Vif imaging,NR2E3 ag-2,MITF TRPM1 inh,CaV13 ICDI inh,Granule exo inh
COc1cc(OC)cc(C2=Cc3ccccc3C(CC(=O)c3ccco3)N2c2ccc(-c3cncnc3)cc2)c1 (stereo unspecified),-13,0.2,nt,nt,19,-0.5,nt,nt,nt,-8,1
O=C(NCc1ccccc1)c1ccc(Br)cc1,-14,-0.4,-37,5,-43,0.1,-1,-4,-9,-5,1
CCOC(=O)c1c(CN(C)C)n(C)c2c(O)c(N=NC(N)=O)c3ccc(Br)cc3c12,-65,-0.2,8,-7,13,1.2,-9,1,5,-1,6
CC1(C)C2CCC1(C)C(OC(=O)CNc1ccccc1)C2 (stereo unspecified),-7,0.4,16,0,-12,0.2,-5,2,-11,-1,13
CN(C(=O)CSC1=NC2C(N=N1)c1cc(Br)ccc1N2C)C1CCCCC1 (stereo unspecified),1,0.8,15,0,18,0.0,-3,-4,-4,-7,2
Fc1ccccc1Sc1ccccc1CNC1=NCCN1,0,-0.8,24,12,23,0.3,-5,-2,-2,-10,-4
CC(C)CC(=O)Nc1ccc2oc(-c3ccncc3)nc2c1,-70,1.6,-169,7,-185,0.1,-2,4,-71,nt,-1
N/C(=N\OC(=O)c1ccc(Cl)c(Cl)c1)c1ccccn1,-149,-2.5,47,-8,-111,0.2,-3,-3,2,-5,4
CC(C)(C)c1ccc(NC(=O)N2CCCN(c3c(Cl)cncc3Cl)CC2)cc1,7,0.2,13,-1,21,0.1,-5,6,4,-5,-4
O=C(OCC(=O)N1CCN(C(=O)c2ccco2)CC1)c1ccccc1C(=O)c1ccccc1,-19,-0.4,7,-1,22,0.2,-2,-4,11,nt,0
CC(C(=O)Nc1cc([N+](=O)[O-])ccc1Cl)N1CCN(c2ccccc2)CC1 (stereo unspecified),-9,2.4,8,-1,12,-0.2,21,0,-51,-15,0
CCc1nc2ccc(C(=O)NCCc3ccccn3)cn2c1N(C)Cc1cccs1,20,6.1,2,9,-5,0.1,-2,nt,nt,-5,-9
Cc1cccc(NC(=O)C2CCCN(S(=O)(=O)c3ccc4[nH]c(=O)ccc4c3)C2)c1 (stereo unspecified),-8,0.9,14,nt,15,-0.1,2,-1,3,-2,-1
Cc1ccc(S(=O)(=O)Nc2ccc(S(=O)(=O)NC(C)(C)C)cc2)cc1,-3,-2.1,9,3,14,-0.1,-4,0,15,-6,0
CCOC(=O)CSc1ncc(OC)c(=O)[nH]1,-5,3.6,4,-3,14,0.1,-2,-2,3,-4,2
CS(=O)(=O)N(Cc1ccccc1)c1ccc(C(=O)NCc2ccccc2)cc1,14,-3.0,19,13,1,-0.1,17,2,-1,-5,40
COCCCNC(=O)Cn1ccc(NC(=O)OCc2ccccc2)nc1=O,16,2.3,-15,18,8,0.5,-2,4,-9,-10,3
COc1cc(-c2coc3c(C(=O)NCc4cccc(Cl)c4)cccc23)ccc1O,-18,-1.4,7,-1,-57,0.8,-7,nt,nt,-4,3
COC(=O)c1cc2ccccc2c(=O)s1,-5,-1.5,-14,-11,-6,-0.2,-6,-3,-14,nt,-1
COc1cc(Cl)cc(C=O)c1OCC(=O)O,13,0.4,-1,-2,14,-0.5,-8,4,-4,-6,6
CN(C)CCCN(C(=O)c1cc2ccccc2oc1=O)c1nc2c(F)cccc2s1,-12,-0.8,-10,-8,5,-0.2,1,0,2,-8,-5
O=C(c1ccccc1C(=O)N1CCN(c2ccc(F)cc2)CC1)N1CCN(c2ccc(F)cc2)CC1,-5,1.4,9,1,6,0.0,1,1,15,-5,-2
COc1ccccc1C(=O)NCCC(=O)OCC(=O)Nc1ccc(S(N)(=O)=O)cc1,-2,0.6,-23,5,7,0.0,-3,1,-14,-5,-1
Cc1cccc(C)c1NC(=O)Cn1c(=O)n(CCCC(=O)NC2CCN(Cc3ccccc3)CC2)c(=O)c2ccccc21,26,0.3,-16,13,7,0.1,-5,1,-10,-4,7
C#CCNC(=O)c1ccc(OCc2ccccc2)cc1Cl,-32,2.4,-96,11,-175,-0.2,-5,-2,-28,-4,-4
COc1ccc(/C=N\NC(=O)c2ccc([N+](=O)[O-])c(C)c2)cc1COc1ccccc1C(N)=O,-29,0.3,6,-8,5,0.0,-1,2,-3,-2,1
O=C(CN1C(=O)NC2(CCCC2)C1=O)Nc1ccc(C(F)(F)F)cc1,16,0.2,-14,?,-3,0.0,7,0,-7,-4,9
O=C(O)C1C2CCC(O2)C1C(=O)Nc1ccc(Cl)cc1F (stereo unspecified),-10,-0.5,8,7,9,-0.1,12,-2,-3,-5,-1
NS(=O)(=O)c1ccc(Nc2ccccc2)c([N+](=O)[O-])c1,41,-0.4,-2,-9,13,0.8,-11,3,7,-18,-7
COc1ccc2cc(C(=O)NCc3ccco3)c(=O)oc2c1,1,1.7,-218,-2,-133,0.2,nt,3,-32,nt,1
CSc1cccc(NC(C)=O)c1,-12,0.2,-5,-1,-8,0.0,4,-2,-9,-9,0
COc1ccc(NC(=O)c2cc(-c3cc(F)ccc3OC(C)C)n[nH]2)cc1OC,-15,2.1,5,0,1,0.0,-15,nt,nt,-5,-5
Cc1nn(C)c(C)c1CNC(=O)/C=C/c1ccccc1F,13,-0.1,-1,-1,-11,0.7,1,-4,-1,-6,-2
Cc1csc(NC(=O)c2ccco2)n1,-21,0.5,-100,-27,-138,-0.4,0,1,-27,nt,3
CCC(=O)Nc1c2c(nn1-c1ccccc1)CSC2,0,-0.4,4,0,5,-0.2,-6,1,4,-7,0
CC(=O)Nc1ccc(CN2C(=O)C(CCc3ccccc3)ON=C2c2cnccn2)cc1 (stereo unspecified),-42,-0.4,-58,-5,-111,-0.1,-5,nt,nt,15,14
CC(=Nc1ccc(C)c(C)c1)C1=C(O)CCC1=O,2,-2.9,-69,0,-120,0.3,3,-1,-15,-3,0
O=C(COC(=O)c1ccc2ncsc2c1)NC(=O)NCc1ccccc1,-11,-0.7,-3,-4,1,0.1,-2,-5,-9,1,0
O=[N+]([O-])c1cc([N+](=O)[O-])c(Oc2cc(Cl)cc(Cl)c2)cc1NN1CCCCC1,-19,4.2,8,-3,7,-0.5,0,3,-4,-11,-2
COc1cccc(OCC(O)CN2CCC(Cc3ccccc3)CC2)c1 (stereo unspecified),-36,-2.0,8,5,13,0.8,0,4,-4,nt,1
COc1cccc(OC)c1C(=O)OCc1c(-c2ccccc2)ncc2ccccc12,6,1.1,17,-1,9,-0.1,-10,nt,-1,-3,-3
Nc1nc2c(ccc3ccccc32)s1,-39,-0.3,-185,-5,-166,-0.2,4,0,-32,-4,-14
N#CCCn1cc(C(CC(=O)c2ccccc2)C(=O)O)c2ccccc21 (stereo unspecified),-16,-0.3,-16,4,-17,-0.1,1,5,4,-5,0
COc1cccc(OC)c1C(=O)Nc1ccnn1C,-10,-0.7,-2,7,10,-0.1,0,-1,0,nt,-8
CCOc1ccc(NC(=O)Cn2sc3nc(C)cc(C)c3c2=O)cc1,14,0.2,43,5,26,-0.2,4,3,4,nt,34

# Retrieved by structure from the list above (3):
SMILES,NR2E3 ag-1,hiPSC survival,Peg3 promoter,PDI inh,HIF-2a block,aDG glyco act,Vif imaging,NR2E3 ag-2,MITF TRPM1 inh,CaV13 ICDI inh,Granule exo inh
COc1cccc(OC)c1C(=O)Nc1ccnn1C,-10,-0.7,-2,7,10,-0.1,0,-1,0,nt,-8
COCCCNC(=O)Cn1ccc(NC(=O)OCc2ccccc2)nc1=O,16,2.3,-15,18,8,0.5,-2,4,-9,-10,3
Cc1cccc(NC(=O)C2CCCN(S(=O)(=O)c3ccc4[nH]c(=O)ccc4c3)C2)c1 (stereo unspecified),-8,0.9,14,nt,15,-0.1,2,-1,3,-2,-1

# The list goes on.
SMILES,NR2E3 ag-1,hiPSC survival,Peg3 promoter,PDI inh,HIF-2a block,aDG glyco act,Vif imaging,NR2E3 ag-2,MITF TRPM1 inh,CaV13 ICDI inh,Granule exo inh
COc1ccc(-n2nc(C(=O)N3CCCCC3)c3ccccc3c2=O)cc1,16,-1.3,1,12,11,0.1,23,2,7,-3,-3
COc1ccc(-c2noc(CCCOc3ccc(Cl)cc3Cl)n2)cc1,2,0.0,4,21,8,-0.2,-10,2,-1,-2,1
Cc1ncc([N+](=O)[O-])n1CC(=O)NCCc1ccccc1,-23,-0.4,5,-4,15,0.4,-7,11,5,-2,-7
COc1ccc(OC)c(NC(=O)c2cnc(Nc3ccccc3OC)c3ccccc23)c1,-36,-0.7,9,-1,-1,0.0,-9,1,9,-7,-3
CC(C)c1ccc(C2C(C(=O)c3ccco3)=C(O)C(=O)N2CC2CCCO2)cc1 (stereo unspecified),-32,-0.3,-6,0,7,0.0,1,22*,-2,-7,6
COc1cc(OC)c(Nc2cc(C)nc3nc(C)nn23)cc1Cl,-20,0.9,20,nt,12,0.1,-3,-1,3,-11,1
CC(C)(C)c1ccc(C(=O)N2CCC2(C)C(=O)NCCC#N)cc1 (stereo unspecified),-10,5.1,11,2,10,-0.1,3,nt,nt,-10,-2
Cc1[nH]n(-c2ccccc2)c(=O)c1/C=N/NC(=O)C(C)C,11,-0.9,6,-6,6,0.4,2,8,2,-1,-4
COc1ccc(NC(=O)CN(C)S(=O)(=O)c2ccc(Br)s2)cc1,14,-0.3,-3,-5,2,0.6,-7,5,5,-4,9
O=C(O)c1sccc1NC(=O)c1c(Cl)cccc1Cl,-19,0.3,5,-5,16,-0.1,-5,-2,11,-5,-1
O=C1NC2c3ccccc3CC2O1 (stereo unspecified),11,-2.6,-11,-1,0,0.0,-8,3,9,-10,16
C=CCC1(C#N)C(=S)NC2=C(C(=O)CC(C)(C)C2)C1c1ccc(Br)cc1 (stereo unspecified),-26,-0.1,7,-19,16,0.1,-1,2,-1,-17,5
S=C(Nc1ccccc1)Nc1ccc(OCc2ccc(Cl)cc2Cl)cc1,75*,3.2,79*,-7,93*,-0.2,9,3,82*,-10,-1
CN1CCN(C(=O)c2cnn(-c3ccccc3)c2NC(=O)c2ccccc2Cl)CC1,3,-0.1,11,0,7,0.0,7,nt,11,-6,8
Cc1cccc(N2CCN(C(=O)CCn3c(=O)[nH]c4ccccc4c3=O)CC2)c1C,-22,0.2,10,8,11,0.0,-3,-1,-5,nt,1
CO/N=C\c1cc(C(=O)c2ccc(Cl)cc2Cl)cn1C,-21,-0.6,-1,-2,1,-0.3,7,0,-2,-3,2
CCC[C@@H](CN1CCC[C@H]1CN1C(N)=NC[C@@H]1Cc1ccccc1)N1C[C@@H](Cc2ccccc2)N(CCc2ccc(Cl)c(Cl)c2)C1=N,-4,-2.1,-19,12,1,0.3,9,nt,-12,-6,-1
O=S(=O)(c1ccc(NC(=S)N/N=C/c2ccc(N3CCOCC3)cc2)cc1)N1CCOCC1,-4,0.9,12,-6,6,-0.2,-3,2,6,-3,6
